TDP1 inh: qHTS Assay for Inhibitors of Tyrosyl-DNA Phosphodiesterase (TDP1) | Potency, µM (doses to about 130 µM), inactives show at the top dose activity change, negative = inhibition, most hits filed as inhibitors | AID 485290, 2010 | 350,000 compounds, 0.28% hits | recombinant TDP1, AlphaScreen DNA substrate cleavage | Tyrosyl-DNA phosphodiesterase 1 (Homo sapiens), Q9NUW8; also: nearly all actives have a fitted effect of over 40% in size
Target sequence (Q9NUW8 whole entry, looked up): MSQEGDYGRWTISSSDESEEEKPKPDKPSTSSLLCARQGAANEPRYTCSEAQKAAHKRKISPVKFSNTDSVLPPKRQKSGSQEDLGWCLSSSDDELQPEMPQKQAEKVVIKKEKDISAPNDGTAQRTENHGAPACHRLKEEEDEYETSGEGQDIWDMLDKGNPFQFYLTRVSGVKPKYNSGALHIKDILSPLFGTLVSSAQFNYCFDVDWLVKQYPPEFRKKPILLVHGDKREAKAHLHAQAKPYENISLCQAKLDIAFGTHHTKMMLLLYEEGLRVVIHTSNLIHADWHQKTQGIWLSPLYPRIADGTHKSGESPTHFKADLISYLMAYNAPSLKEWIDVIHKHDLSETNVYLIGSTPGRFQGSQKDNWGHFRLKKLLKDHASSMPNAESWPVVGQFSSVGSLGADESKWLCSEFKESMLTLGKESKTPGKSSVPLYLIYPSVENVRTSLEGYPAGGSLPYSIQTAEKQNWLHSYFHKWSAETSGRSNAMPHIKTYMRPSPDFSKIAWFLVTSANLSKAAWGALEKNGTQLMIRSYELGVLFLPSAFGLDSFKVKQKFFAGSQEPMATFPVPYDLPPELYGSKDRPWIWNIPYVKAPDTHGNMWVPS
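Recombinant human Tdp1 (E. coli-expressed, 1 nM final) preincubated with compounds 15 min at room temperature, then 5'-biotin/3'-phosphotyrosine-FITC DNA substrate (15 nM final) added for 5 min. AlphaScreen beads (10 ug/ml final) added 10 min; cleavage lowers signal.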
FEN1 inhibitor: qHTS Assay for the Inhibitors of Human Flap endonuclease 1 (FEN1) | 390,000 compounds, 0.35% hits | AID 588795, 2011 | Recombinant FEN1 flap cleavage, fluorescence, 15 min | Potency, µM (series often up to 114 µM), for inactives: top-dose activity change, negative = inhibition, most hits filed as inhibitors | P39748; also: nearly all actives have a fitted effect of over 65% in size
Target sequence (P39748 whole entry, looked up): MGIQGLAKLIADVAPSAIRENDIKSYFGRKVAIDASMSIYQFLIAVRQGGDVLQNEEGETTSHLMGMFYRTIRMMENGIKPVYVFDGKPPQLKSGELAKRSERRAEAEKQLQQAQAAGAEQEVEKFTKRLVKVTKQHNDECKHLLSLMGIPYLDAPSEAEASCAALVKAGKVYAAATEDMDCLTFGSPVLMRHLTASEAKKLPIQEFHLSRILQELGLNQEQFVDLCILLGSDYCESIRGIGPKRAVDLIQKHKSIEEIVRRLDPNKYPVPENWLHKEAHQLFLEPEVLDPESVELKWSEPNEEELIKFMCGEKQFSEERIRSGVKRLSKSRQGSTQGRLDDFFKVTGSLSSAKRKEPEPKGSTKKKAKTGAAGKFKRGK
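Compounds are tested as a concentration series against 10 nM FEN1; after a 15 min room-temperature preincubation, 50 nM substrate starts cleavage, with plate reads at 0 and 15 min. Normalized responses are fitted by a Hill equation.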
N370S GC: qHTS Assay for Inhibitors and Activators of N370S glucocerebrosidase as a Potential Chaperone Treatment of Gaucher Disease; Lysosomal acid glucosylceramidase (Homo sapiens), P04062; N370S GC spleen homogenate, 4MU-glucoside fluorescence; Potency, µM (highest dose often 59.4 µM), for inactives: at the highest dose activity change, negative = inhibition, actives largely listed as inhibitors; 330,000 compounds, 0.092% hits; AID 2101, 2009;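 also: 0% = full enzyme activity and -100% = no enzyme basal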
* hit, by the source's call; u = inconclusive; x = not tested or not shown; & = joins results of further samples; [ ] = remark or other dose. Calls follow the shape of the dose curve; as a rule, active = well fitted curve in the direction sought with a large enough effect; inconclusive = small, poorly fitted or top-dose-only effect, or another doubt; inactive = no such curve, though single readings can be large; an effect the other way counts as inactive or inconclusive. Unless noted, % is scaled to controls: 0 for no effect and ±100 for the full control effect; potency is read from the fitted curve at half-maximal effect.

A first look (2 entries):
SMILES	TDP1 inh	FEN1 inhibitor	N370S GC
CCCNC(=O)c1cccc(S(=O)(=O)N2CC3(C)CC2CC(C)(C)C3)c1 (stereo not given)	-2%	-9%	-1%
COc1ccc(CONS(=O)(=O)c2ccc(NC(C)=O)cc2)cc1Cl	-2%	-2%	2%

Main list, repeating the preview:
SMILES	TDP1 inh	FEN1 inhibitor	N370S GC
CCCNC(=O)c1cccc(S(=O)(=O)N2CC3(C)CC2CC(C)(C)C3)c1 (stereo not given)	-2%	-9%	-1%
COc1ccc(CONS(=O)(=O)c2ccc(NC(C)=O)cc2)cc1Cl	-2%	-2%	2%
O=C(c1cc(-c2ccc3c(c2)OCO3)on1)N1CCN(c2ccc(F)cc2)CC1	4%	4%	-11%
CSc1ccc(NC(=O)Cn2nnnc2-c2ccccc2F)cc1	7%	1%	x
CCN1CCN(Cc2c(O)ccc3c2O/C(=C\C=C\c2ccccc2)C3=O)CC1	5%	-9%	-20%
CCOc1ccc(/C=N/NC(=O)c2cc3ccccc3cc2OC)cc1	3%[56.1 µM]	-17%	-5%
O=C(O)c1ccccc1-c1ccccc1C(=O)Nc1ccc(OC(F)(F)F)cc1	x	1%	-6%
Cc1cccnc1NC(=O)c1ccc2nc(N)sc2c1	5%	0%	26%
O=C(Nc1ccc(S(=O)(=O)N2CCCC2)cc1)c1ccccc1	0%	-2%	-2%
COc1cc2c(cc1OC)CN(CC(=O)Nc1ccc(F)cc1)C(C(=O)O)C2 (stereo not given)	x	16%	-19%
COc1ccc(OC)c(NC(=O)COCc2cc(-c3ccc(F)cc3)on2)c1	5%	0%	x
CCn1nc(C)cc1C(=O)N1CCCC(C(=O)c2ccc(Oc3ccccc3)cc2)C1 (stereo not given)	5%	-8%	-6%
COc1cccc(C(=O)Nc2ccc(NC(=O)c3cc4ccccc4o3)c(OC)c2)c1	x	8%	-1%
CCOc1ccc(NC(=O)CSc2ncc3c(n2)-c2ccc(Cl)cc2N(Cc2ccccc2)S3(=O)=O)cc1	-3%	10%	x
COC(=O)[C@@]12CCCCN1[C@H](c1ccc(SC3CCCCC3)cc1)[C@H]1C(=O)N(C)C(=O)[C@H]12	0%	-19%	2%
Cn1c(=O)c2cc(S(=O)(=O)NCCC(=O)NCC3CCCO3)ccc2n(C)c1=O (stereo not given)	2%	-13%	5%
CC(C)(C)NC(=O)C(c1ccc(-c2ccccc2)cc1)N(C[C@H]1CC[C@@H]([C@@H]2CC[C@H](CO)O2)O1)C(=O)c1ccc(-c2ccccc2)cc1 (stereo not given in full)	1%[56.1 µM]	-1%	x
Cn1c(SCCOc2ccccc2F)nc2ccccc2c1=O	-6%	-13%	16%
COc1cccc(-c2nc(NC(C)C)c3ccccc3n2)c1O	11%	u	15%
Cc1cccc2sc(NC(=O)CN(C)S(=O)(=O)c3cccs3)nc12	1%	-20%	28%
Cc1oc2cc3oc(=O)c(CCC(=O)NCCCC(=O)O)c(C)c3cc2c1C	x	13%	2%
N=c1nc(-c2ccccc2)ccn1O	11%	-11%	-14%
CCC1CN(C(=O)N2CCC(C(=O)NCCc3ccc(OC)c(OC)c3)CC2)c2ccccc2O1 (stereo not given)	2%&3%	9%&2%	-10%
CC(C)n1cnc2c(NCc3ccccc3)nc(NCCCO)nc21	15%	x	-7%
CC(=O)N1N=C(c2ccc3ccccc3c2)OC1(C)C	3%	-6%	6%
O=C1N/C(=N/Nc2ccccc2)S/C1=C\c1ccccc1	-10%	-9%	10%
CC(C)N(C(=O)[C@H]1C[C@H](CC(=O)NCCN2CCOCC2)C(=O)N2CCc3c([nH]c4cc(CCC(=O)N(C)C)ccc34)[C@]12C)C(C)C	0%[56.1 µM]	16%	x
CCOC(=O)c1[nH]c2c(c1-c1ccccc1)C(=O)CC(c1ccc(OC)c(OC)c1)C2 (stereo not given)	1%	-19%	9%
Nc1nc(SCCOc2ccccc2)n[nH]1	4%	-7%	-16%
CC(=O)Nc1cccc(NC(=O)C(=O)NCC(c2ccco2)N2CCc3ccccc3C2)c1 (stereo not given)	x	-11%	-20%
CC(C)NS(=O)(=O)c1ccc(CCC(=O)NCc2ccccn2)cc1	x	-3%	-10%
Cc1cc(C)n(-c2nnc(C)n2/N=C/c2cc(Br)ccc2OCc2ccccc2)n1	1%	u	u
CCCc1cc(=O)oc2c(C)c3occ(C)c3cc12	-3%	0%	14%
O=S(=O)(NCc1csc(-c2cccnc2)n1)c1ccc(Br)cc1	5%	-4%	-9%
Cc1nc(NC(=O)C2CC2)sc1C	5%	-5%	17%
O=C1OC(Cc2ccccn2)C(O)=C1C1=NCCCN1 (stereo not given)	0%	3%	3%
COC(=O)c1ccc(S(=O)(=O)NNC(=O)COc2ccc(C)cc2)cc1	0%	10%	3%
NS(=O)(=O)c1ccc(CCNC(=O)CNC(=O)c2ccc(Oc3ccccc3)cc2)cc1	3%	-7%	-2%
C=CCC1C=CCC(CC=C)N1C(=O)c1ccccc1[N+](=O)[O-] (stereo not given)	2%	0%	-22%
Cc1ccc(NC(=O)CCc2nc3ccccc3[nH]2)cc1C	x	7%	6%
O=C(CNC(=O)c1ccc2c(c1)OCCO2)N/N=C/c1ccc([N+](=O)[O-])cc1	3%[0.0935 µM]	15%	-1%
Cc1ccc(C2(C)NC(=O)N(CC(=O)NC(=O)NC(C)(C)C)C2=O)cc1 (stereo not given)	-8%	1%	5%
Cc1cccc(CCNC(=O)c2cnc3c(C)cccn3c2=O)c1	-2%	13%	x
COc1cccc(C(=O)OCC(=O)NC23CC4CC(CC(C4)C2)C3)c1	-6%	-7%	x
S=C(Nc1ccc(Oc2ccccc2)cc1)NC1CCCCCC1	1%	-3%	12%
c1ccc(-c2ccccc2-c2nc(-c3ccncc3)no2)cc1	2%	-18%	-23%
CCc1cccc(CC)c1-n1c(SCC(=O)N2CCc3ccccc3C2)nnc1-c1cccnc1	2%	-1%	-29%
CC(=O)c1c(C)[nH]c(C(=O)Nc2c(C)n(C)n(-c3ccccc3)c2=O)c1C	-4%	-2%	4%
CCOC(=O)N1CCN(C(=O)CNC(=O)c2ccccc2F)CC1	-1%	1%	x
COc1ccc(-c2ccc(CCC(=O)O)n2-c2cc(Cl)ccc2O)cc1	7%	10%	x

(continued)
SMILES	TDP1 inh	FEN1 inhibitor	N370S GC
CCC(C)NCCOCCOc1ccc(C)cc1Br (stereo not given)	-10%	-2%	-8%
Cn1nccc1C(=O)Nc1ccc2c(c1)OCO2	5%	-11%	-4%
Cc1c(C(=O)NCCN(C)C)oc2c1-c1nn(Cc3cccc(Cl)c3)cc1CC2	0%	3%	x
Brc1ccc(-c2nn3c(-c4ccncc4)nnc3s2)o1	-1%	x	1%
Cc1ccc(S(=O)(=O)N2CCCOC2CNC(=O)C(=O)NCCc2c[nH]c3ccccc23)cc1 (stereo not given)	7%	-5%	-4%
COc1cccc(Cn2nnc3c(=O)[nH]c(C4CCN(C(=O)c5ccccc5Cl)CC4)nc32)c1	7%	-12%	x
C=C1CCN(CC(=O)OC)S(=O)(=O)c2ccccc21	1%	-3%&-3%	-7%&15%
CC(C)(C)c1cc(CSC(=S)NC2CCS(=O)(=O)C2)c(Br)c(C(C)(C)C)c1 (stereo not given)	-3%	u	7%
C=C(C)[C@@H]1CC=C(CN2CCC(N3CCC(C(=O)N4CCCC4)CC3)CC2)CC1	5%	6%	-10%
C/C(=N\NC(=S)NCc1ccccc1)c1ccccc1F	8%	-21%	10%
O=C(CSc1nnc(-c2ccco2)n1Cc1ccco1)N1CCOCC1	4%	8%	6%
CCNc1nc(NCC)nc(N/N=C(\C)c2ccc(OC)cc2)n1	2%	-8%	-1%
COc1ccc(Cn2c(=O)c3cccnc3n(Cc3ccc([N+](=O)[O-])cc3)c2=O)cc1	5%	17%	17%
COc1ccc(-c2c(C)c3cc(OC(=O)N4CCOCC4)ccc3oc2=O)cc1OC	-3%	18%	x
C(#Cc1ccccc1)C[N+]1(CC#Cc2cccc3ccccc23)CCCC1	3%	u	-7%
C=CCNC(=S)NNC(=O)c1ccc(Br)cc1	3%	8%	26%
COc1ccccc1N(CC(=O)NCCc1ccccc1)C(=O)CCC(=O)Nc1ccccn1	3%	-5%	4%
CCOc1ccc(C(=O)CCC(=O)NCC(=O)Nc2c(C)cccc2C)cc1	-3%[56.1 µM]	17%	x
CC(=O)c1ccc(C(=O)N(CCN(C)C)c2nc3c(Cl)cccc3s2)cc1	2%	6%	9%
O=c1cc(-c2ccccc2Cl)oc2c([N+](=O)[O-])c(O)cc(O)c12	10%&0%	u	4%[89.1 µM]
Cc1nnc(SCC(=O)N2CCC(Cc3ccccc3)CC2)n(N)c1=O	9%	31%	-4%
CN(C)CCCN(C(=O)c1cccs1)c1nc2ccc(F)cc2s1	0%	-4%	x
Cc1nc(SCCc2ccccc2)[nH]c(=O)c1C	2%	-9%	-15%
Cc1ccc(C)c(N2CCN(C(c3ccccc3)c3nnc(-c4ccccc4F)o3)CC2)c1 (stereo not given)	0%	9%	x
CCN(CC)c1nc(N2CCOCC2)nc2ccccc12	x	-19%	8%
Cc1ccc(NC(=O)CCN2CCOCC2)cc1C	3%	17%	-4%
COc1ccc(OC)c(NC(=O)C2C3CC4OC(=O)C2C4C3)c1 (stereo not given)	2%	1%	1%
O=C(CC(=O)NC1CCCCC1)N/N=C/c1cccc2ccccc12	3%	-2%	7%
CC1(C)CCc2cc(-c3ccn(S(=O)(=O)c4ccccc4Cl)n3)ccc2O1	-5%	-12%	7%
Cc1c(NC2=CC(=O)CC(C)(C)C2)ccc([N+](=O)[O-])c1C	1%	-7%	4%
CCc1ccc(OCCCn2c(CCCNC(=O)C3CCCCC3)nc3ccccc32)cc1	2%	7%	x
O=C(Nc1nc2ccccc2[nH]1)c1ccccc1OC(F)F	0%	10%	-2%
O=C(c1ccccc1[N+](=O)[O-])n1cnc2ccccc21	-1%	1%	-4%
Cc1c(NC(=O)Nc2ccc([N+](=O)[O-])cc2)c(=O)n(-c2ccccc2)n1C	x	-7%	7%
Cc1noc(C)c1CSCC(=O)Nc1nnc(CC(C)C)s1	-3%	0%	-5%
CC(=O)Nc1ccc(OCC(O)Cn2c(CO)nc3ccccc32)cc1 (stereo not given)	4%	-3%	-1%
O=S(=O)(NC1CC1)c1ccc(S(=O)(=O)N2CCCC(c3nc(-c4cccnc4)no3)C2)cc1 (stereo not given)	9%	12%	2%
CC(C)CNC(=S)N(CCCO)Cc1cc2cc3c(cc2[nH]c1=O)OCO3	x	6%	u
CCNC(=O)CSc1nc2ccccc2c(=O)n1-c1cccc(OC)c1	1%	-2%	-2%
O=C(NC1CC1)C1=C[C@@H](c2ccc(Br)cc2)C[C@@H](OCCCCO)O1	5%	-3%	-2%

3 compounds from above, arranged by number of heavy atoms, lowest first.
SMILES	TDP1 inh	FEN1 inhibitor	N370S GC
O=C(Nc1nc2ccccc2[nH]1)c1ccccc1OC(F)F	0%	10%	-2%
Cc1c(NC(=O)Nc2ccc([N+](=O)[O-])cc2)c(=O)n(-c2ccccc2)n1C	x	-7%	7%
CCc1ccc(OCCCn2c(CCCNC(=O)C3CCCCC3)nc3ccccc32)cc1	2%	7%	x

Compound profiles, from the list above.
`O=C(NC1CC1)C1=C[C@@H](c2ccc(Br)cc2)C[C@@H](OCCCCO)O1` as listed: TDP1 inh: 5%; FEN1 inhibitor: -3%; N370S GC: -2%
`CCNC(=O)CSc1nc2ccccc2c(=O)n1-c1cccc(OC)c1` as listed: TDP1 inh: 1%; FEN1 inhibitor: -2%; N370S GC: -2%
`Cc1c(NC(=O)Nc2ccc([N+](=O)[O-])cc2)c(=O)n(-c2ccccc2)n1C` as listed: TDP1 inh: x; FEN1 inhibitor: -7%; N370S GC: 7%

Later entries.
SMILES	TDP1 inh	FEN1 inhibitor	N370S GC
O=c1[nH]c2ccc(S(=O)(=O)N3CCCC3)cc2[nH]1	5%[0.0935 µM]	3%	-5%
CN(C)CCN(C(=O)c1ccc2ccccc2c1)c1nc2c(F)cc(F)cc2s1	15%	16%	1%
O=C(Cn1nc(-c2ccccc2)c2ccccc2c1=O)Nc1ccc(F)cc1	1%	-1%	-1%
Cc1nn(CC(=O)Nc2ccc(OC(F)(F)F)cc2)c(=O)c2c(C)n(-c3ccc(Cl)cc3)nc12	0%	-16%	x
OCC1OC(c2ccc3c(c2)OCO3)C=CC1Oc1ccc(C2CCCC2)cc1 (stereo not given)	9%[21 µM]	x	-2%[12.8 µM]
CC(C)(C)NC(=O)NC(=O)COC(=O)CCC1CCCCC1	6%	2%	6%
C=CCOc1cccc(C2C(C(=O)c3ccc(C)o3)=C(O)C(=O)N2CCN(C)C)c1 (stereo not given)	-1%	-6%	u
